TDP1 cell noCPT = qHTS for Inhibitors of human tyrosyl-DNA phosphodiesterase 1 (TDP1): qHTS in cells in absence of CPT; DT40 Tdp1-/- hTDP1 cells, no CPT, ATP luminescence, 48 h; Potency, µM (highest dose often 46.2 µM), for inactives: at the highest dose activity change, negative = growth inhibition, hits mostly inhibitors; 420,000 compounds, 15% hits; AID 686978, 2013; also: nearly all actives have a fitted effect of over 55% in size
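Chicken DT40 Tdp1-/- cells stably complemented with human TDP1 were seeded at 400 cells/well with DMSO in place of 20 nM camptothecin. After compound pinning, cells grew at least 48 hr at 37 °C; viability read by CellTiter-Glo luminescence.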
DT40 TDP1 CPT = qHTS for Inhibitors of human tyrosyl-DNA phosphodiesterase 1 (TDP1): qHTS in cells in presence of CPT; chicken DT40 Tdp1-/-;hTDP1 cells + 20 nM CPT, ATP luminescence, 48 h; Potency, µM (titrated, usually from 46.2 µM), for the others: at the highest dose activity change, negative = growth inhibition, most hits filed as inhibitors; AID 686979, 2013; 420,000 compounds, 12% hits; also: nearly all actives have a fitted effect of over 55% in size
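Chicken DT40 Tdp1-/- cells stably complemented with human TDP1 were seeded at 400 cells/well in medium containing 20 nM camptothecin, exposed to pin-transferred compounds, and grown at 37 °C for at least 48 hr. Viability was read as ATP luminescence.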
TDP1 block = qHTS Assay for Inhibitors of Tyrosyl-DNA Phosphodiesterase (TDP1); Tyrosyl-DNA phosphodiesterase 1 (Homo sapiens), Q9NUW8; recombinant TDP1, AlphaScreen DNA substrate cleavage; Potency, µM (series often up to 130 µM), for the others: at the top dose activity change, negative = inhibition, most hits filed as inhibitors; 350,000 compounds, 0.28% hits; also: nearly all actives have a fitted effect of over 40% in size
Target sequence (Q9NUW8 whole entry, looked up): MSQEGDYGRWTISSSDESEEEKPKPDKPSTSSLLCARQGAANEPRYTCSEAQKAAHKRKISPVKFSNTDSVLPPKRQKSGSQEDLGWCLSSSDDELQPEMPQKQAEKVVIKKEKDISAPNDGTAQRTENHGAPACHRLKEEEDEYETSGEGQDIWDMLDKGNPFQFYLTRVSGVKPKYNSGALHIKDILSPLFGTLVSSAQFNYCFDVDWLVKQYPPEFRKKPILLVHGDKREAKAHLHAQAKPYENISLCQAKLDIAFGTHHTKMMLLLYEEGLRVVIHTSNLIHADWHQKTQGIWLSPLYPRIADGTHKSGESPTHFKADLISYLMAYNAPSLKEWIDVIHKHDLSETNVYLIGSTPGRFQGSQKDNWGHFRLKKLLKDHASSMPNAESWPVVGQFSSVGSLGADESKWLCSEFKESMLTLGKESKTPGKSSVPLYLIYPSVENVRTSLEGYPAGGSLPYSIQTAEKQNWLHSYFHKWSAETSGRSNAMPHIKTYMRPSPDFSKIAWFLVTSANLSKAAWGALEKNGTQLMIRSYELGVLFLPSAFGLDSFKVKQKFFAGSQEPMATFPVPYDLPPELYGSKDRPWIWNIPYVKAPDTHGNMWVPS
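Compounds were preincubated with Tdp1 (1 nM final) for 15 min at room temperature before substrate (15 nM final) started a 5 min reaction; beads (10 ug/ml final) were then added for 10 min before AlphaScreen detection.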
* marks the source's active call; other numbers are inactive results; ? = inconclusive; / = not tested or not shown; & = joins results of further samples; [ ] = remark or other dose. Calls follow the shape of the dose curve; as a rule, active = well fitted curve in the direction sought with a large enough effect; inconclusive = small, poorly fitted or top-dose-only effect, or another doubt; inactive = no such curve, though single readings can be large; an effect the other way counts as inactive or inconclusive. % is scaled to controls: 0 for no effect and ±100 for the full control effect; potency is read from the fitted curve at half-maximal effect.

SMILES	TDP1 cell noCPT	DT40 TDP1 CPT	TDP1 block
COc1ccc(NC(=O)CC(C)CC(=O)NCc2ccc(F)cc2)c(OC)c1 (stereo not drawn)	-2%	-15%	1%
COc1ccccc1/C=N/NC(=S)Nc1cccnc1	?	-81%	3%
c1ccc(CSc2nncn2-c2ccccn2)cc1	-13%	10%	-1%
COc1ccc2[nH]c(=O)c(CN(C(C)=O)C3CCCCC3)cc2c1	?	-17%	6%
CCCCC1=CC2=C(c3ccco3)C(=O)C(C)(OC(=O)c3ccc(OC)cc3)C(=O)C2=CN1c1ccc(OC)cc1 (stereo not drawn)	-6%	?	17%[12.3 µM]
Cc1ccc(C(=O)N2CCc3cc(CNC(=O)c4ccccc4F)ccc32)cc1	21µM*	?	5%
COc1cc(/C=C2\CCC(C)C3=C(c4cc(OC)c(OC)c(OC)c4)C(C#N)=C(N)OC32)cc(OC)c1OC (stereo not drawn)	3.7µM*	2.6µM*	/
C/C(N)=C(/C#N)C(=O)CSc1cc(C)c2ccccc2n1	11%	-5%	3%
CCn1c(C)nc2cc(C(=O)N/N=C/c3ccc(OC)cc3)ccc21	-12%	-6%	3%
C=CCC1NS(=O)(=O)OC2CCCC12 (stereo not drawn)	-8%	-8%	/
Cc1nn(C(C)C(=O)N2CCOCC2)c(C)c1[N+](=O)[O-] (stereo not drawn)	-8%	41%[activator]	1%
COc1ccc(NC(=O)CCC(=O)Nc2nnc(C(C)C)s2)cc1Cl	-1%	-2%	-2%
O=C(Nc1nc(-c2ccc3c(c2)Cc2ccccc2-3)cs1)c1ccccc1	?	?	1%
CN(NC(=O)CN1C(=O)c2ccccc2C1=O)C1=NS(=O)(=O)c2ccccc21	-16%	3%	1%
COC(=O)CCC(=O)Nc1ccc(NC(C)=O)cc1	-11%	0%	-4%
CCOc1ccc(-c2cc3nc(C4CCN(C(=O)OC(C)(C)C)CC4)c(C(=O)Nc4cc(OC)ccc4OC)cn3n2)cc1	?	?	4%
O=C(NCc1ccco1)C1CCC(CNS(=O)(=O)c2cccc3cccnc23)CC1 (stereo not drawn)	?	1%	0%
COc1ccc(CCNC(=O)c2noc3c2CCCC3)cc1OC	-23%	-22%	-8%
CN(C(=O)c1ccccc1C(=O)OCC(=O)NC(=O)NC(C)(C)C)C1CCCCC1	?	?	7%
N#C/C(C(=O)N1CCOCC1)=C1\Nc2ccccc2S1	-9%	-6%	2%
COc1ccc(N(CC(=O)Nc2cccnc2)S(=O)(=O)c2ccccc2)cc1Cl	?	-25%	/
O=C(/C=C/c1cccc([N+](=O)[O-])c1)NCc1cccnc1	-20%	-5%	3%
COc1ccc(/C=N/NC(=O)c2sc(C)nc2C)cc1	?	?	5%
C#CCOCCOCCOCCNc1nc(N2CCN(C(=O)CCCCCCCCCCNC(=O)Cn3cc(C[C@@H](C)O)nn3)CC2)nc(N2CCN(C(=O)CCCCCCCCCCNC(=O)[C@H](CCCCN)n3cc(C[C@@H](C)CC)nn3)CC2)n1	21µM*	16µM*	/
COc1ccc(NS(=O)(=O)c2cccc(C(=O)NNC(=O)CNC(=O)c3ccco3)c2)cc1	17%	14%	5%

Some of the entries so far, as a markdown table.
| Molecule | TDP1 cell noCPT | DT40 TDP1 CPT | TDP1 block |
| --- | --- | --- | --- |
| Cc1nn(C(C)C(=O)N2CCOCC2)c(C)c1[N+](=O)[O-] (stereo not drawn) | -8% | 41%[activator] | 1% |
| COc1ccc(NC(=O)CCC(=O)Nc2nnc(C(C)C)s2)cc1Cl | -1% | -2% | -2% |
| O=C(Nc1nc(-c2ccc3c(c2)Cc2ccccc2-3)cs1)c1ccccc1 | ? | ? | 1% |
| CN(NC(=O)CN1C(=O)c2ccccc2C1=O)C1=NS(=O)(=O)c2ccccc21 | -16% | 3% | 1% |

Continuation.
SMILES	TDP1 cell noCPT	DT40 TDP1 CPT	TDP1 block
COC(=O)[C@]1(C)CCC[C@@]2(C)C3CC[C@@]4(C)C[C@]3(CCC21)CC(=O)N4 (stereo partly drawn)	?	?	4%
CCCCCc1c(O)nc(SCCN2CCOCC2)[nH]c1=O	-2%	-10%	5%
O=C(C1CCCN(S(=O)(=O)c2cccs2)C1)N1CCN(C2CCCCC2)CC1 (stereo not drawn)	?	-17%	0%
COc1cccc(CN(C)C(=O)CN2C(=O)NC3(CCCc4ccccc43)C2=O)c1 (stereo not drawn)	-15%	-26%	0%
O=C(O)CCc1ccc(-c2cccs2)n1CC(=O)Nc1ccccc1C(F)(F)F	-3%&-23%	-2%&-1%	0%&7%
Cc1ccc(C(=O)O)cc1NC(=O)CCc1c(C)noc1C	5%	3%	/
CN(C)c1ccc(CNC(=O)C2CCN(S(=O)(=O)c3ccc4c(c3)oc(=O)n4C)CC2)cc1	?	?	3%&4%
CC(NC(=O)C(=O)N1CCCCC1)C(c1cccs1)N1CCN(Cc2ccccc2)CC1 (stereo not drawn)	2%	-15%	0%
O=[N+]([O-])c1ccc(N2CCN(S(=O)(=O)c3ccc(Cl)cc3)CC2)cc1NCC1CCCO1 (stereo not drawn)	-5%	-8%	2%
O=C(Nc1c(C(=O)N2CCCCC2)cnn1-c1ccccc1)c1ccccc1F	4%	-18%	3%
COc1cc(-c2nnc(Sc3ccc(C(F)(F)F)cc3[N+](=O)[O-])o2)cc(OC)c1OC	23µM*	21µM*	2%
O=C(NCC(=O)N(c1cccnc1)C(C(=O)NC1CCCC1)c1ccco1)c1cccs1 (stereo not drawn)	5%	-6%	2%
CCN1C(=O)[C@H]2[C@@H](c3ccc(OC)cc3)N[C@]3(CCCN(Cc4cccn4C)C3=O)[C@H]2C1=O	-24%	-18%	/
CCc1ccc(NC(=O)C2CCN(S(C)(=O)=O)CC2)cc1	1%	0%	0%
COc1cc2c(cc1OC)C(c1c(-c3c(Cl)cccc3Cl)noc1C)=NCC2	10µM*	23µM*	/
CC(C)NC(=O)CSc1nccc(-c2cccs2)n1	-21%	-1%	6%
CN(C)S(=O)(=O)Oc1ccsc1C(=O)Nc1ccc(Br)cc1	?	-15%	-6%
NC(=S)N/N=C1\CC(n2nnnc2-c2ccccc2Cl)C2COC1O2 (stereo not drawn)	-13%	3%	2%
CCOC(=O)CN1NC2(CCCCCCC2)NC1=S	4%	12%	/
CCN1C(=O)N(C)C(N(O)C(=O)NC)C1(C)C (stereo not drawn)	14%	1%	1%
CC(=O)c1c(C)n(-c2ccccc2Br)c2ccc(O)cc12	?	?	/
Cc1ccc(/C=N/NC(=O)c2ccc3ccccc3c2)s1	0.82µM*	0.82µM*	1%[56.1 µM]
O=C(COc1ccccc1)Nc1c(Cl)ccc2nsnc12	-16%	0%	0%&3%
Cc1ccccc1-c1nc2cc(NC(=O)C3CC3)ccc2o1	?	-16%	3%
C=C(C)CN(CC)C(=O)CC1C(=O)NCCN1C (stereo not drawn)	-2%	10%	-2%

Part of the list above in order of number of heavy atoms, high to low:
SMILES	TDP1 cell noCPT	DT40 TDP1 CPT	TDP1 block
CC(NC(=O)C(=O)N1CCCCC1)C(c1cccs1)N1CCN(Cc2ccccc2)CC1 (stereo not drawn)	2%	-15%	0%
COc1cc(-c2nnc(Sc3ccc(C(F)(F)F)cc3[N+](=O)[O-])o2)cc(OC)c1OC	23µM*	21µM*	2%
O=C(C1CCCN(S(=O)(=O)c2cccs2)C1)N1CCN(C2CCCCC2)CC1 (stereo not drawn)	?	-17%	0%
NC(=S)N/N=C1\CC(n2nnnc2-c2ccccc2Cl)C2COC1O2 (stereo not drawn)	-13%	3%	2%
Cc1ccccc1-c1nc2cc(NC(=O)C3CC3)ccc2o1	?	-16%	3%
CCc1ccc(NC(=O)C2CCN(S(C)(=O)=O)CC2)cc1	1%	0%	0%
CCOC(=O)CN1NC2(CCCCCCC2)NC1=S	4%	12%	/

Continuation:
SMILES	TDP1 cell noCPT	DT40 TDP1 CPT	TDP1 block
Cc1ccc(S(=O)(=O)NCCSc2nncn2C)cc1	7%	7%	-8%
Clc1ccc(C2=Nc3cc(Cl)ccc3OC2)cc1	?	?	-5%
COc1ccc(OC)c(Nc2nc(N)c([N+](=O)[O-])c(NCc3ccccc3)n2)c1	?	?	4%
CC(=O)Nc1cc(OC(=O)c2ccco2)cc(OC(=O)c2ccco2)c1	-6%	0%	-4%
O=C(OCc1ccc(Br)cc1)c1cccnc1	-6%	?	/
O=C1NC[C@H](CCCCN2CCN(CCc3ccccc3)C(=O)C2=O)N(CCc2ccccc2)C1=O	-22%	-2%	/
COc1cc(CCCN2C(=O)C(=O)NC[C@@H]2Cc2ccc(O)cc2)cc(OC)c1OC	0%	4%	4%
C[C@@H]1CCCN1[C@@H]1CS(=O)(=O)N[C@H]1COCc1ccccc1	-12%	-1%	/
O=C(COc1ccc2c(c1)CCC2)NCc1ccccc1	-8%	-3%	4%
CCCc1cc(=O)n2[nH]c(-c3ccccc3)cc2n1	?	-14%	5%
Cc1nc(NC(=O)C(C)(C)C)sc1-c1csc(N)n1	23µM*	?	/
Cc1nonc1C1CCCN1C(=O)c1cc(COc2ccc(F)cc2Cl)on1 (stereo not drawn)	?	?	-6%
Cc1ccccc1C(=O)N1CCC(C(=O)N2CCN(Cc3ccc4c(c3)OCO4)CC2)CC1	?	?	2%
CCOC(=O)C(=NO)C1=CSC2=NNC(C)(C)N12	21µM*	?	/
CCOc1ccc(OCCNC2CCCC2)cc1	-3%	-16%	4%
CC(C)C(NC(=O)c1c(F)cccc1F)C(=O)NNC(=O)c1ccccc1 (stereo not drawn)	12%	16%	0%
COc1ccccc1C(=O)C1CCCN(Cc2cccc3nccnc23)C1 (stereo not drawn)	-27%	-23%	3%
CCOc1cc2[nH]c(=O)n(CCCCCC(=O)NCc3ccco3)c(=O)c2cc1OCC	-26%	?	2%
COc1ccc(C2Sc3ccccc3NC3=C2C(=O)c2ccccc23)c(OC)c1OC (stereo not drawn)	1.8µM*	1.8µM*	7%
CCOc1ccccc1CNC(=O)c1oc2ccc3c(c2c1C)C(=O)CC(C)(C)O3	13µM*	?	1%
COC(=O)c1cnn(-c2ccccc2)c1-n1cccc1C=O	-19%	-14%	-2%
CC(=O)c1cccc(NC(=O)N2CCN(S(C)(=O)=O)CC2)c1	0%	-22%	-1%
C/C(=N\NC(=O)c1cc(-c2cccnc2)nc2ccccc12)c1ccc(O)cc1O	10µM*	12µM*	-3%
O=C(CSc1nnc(-c2cccc(Br)c2)o1)N1CCOCC1	-24%	?	4%
CC(=O)C(Sc1nc(-c2ccccc2Cl)nc2c1c(=O)n(C)c(=O)n2C)C(=O)N(C)C (stereo not drawn)	?	?	5%
(list continues)
SMILES	TDP1 cell noCPT	DT40 TDP1 CPT	TDP1 block
O=C(Nc1ccc(C(=O)NC2CCCCC2)cc1)c1cncc(Br)c1	-1%	-15%	1%
COCCN1C(=O)N[C@@H](CCc2ccccc2)[C@@H](C(=O)OC)[C@H]1C	-6%	-15%	6%[21 µM]
CC(C)Oc1ccc(C(=O)OCC(=O)N2CCCc3ccccc32)cc1	-10%	-2%	-18%
Cc1ccc(CN2CCOc3ccc(CN4CCC(O)(c5cccnc5)CC4)cc3C2)cc1C	18µM*	-4%[9.04 µM]	/
c1ccc(-c2cc3ccccc3nc2N2CCCC2)cc1	?	1%	?
CC1CCCN(c2c([N+](=O)[O-])cc(C(=O)O)cc2[N+](=O)[O-])C1 (stereo not drawn)	-2%	5%	8%
CSc1ccc(CNCC2CCCO2)cc1 (stereo not drawn)	-11%	-9%	/
C=C(C)c1cccc(C(C)(C)NC(=O)NCCCn2ccnc2)c1	-4%	-13%	6%
O=S(=O)(c1ccc(S(=O)(=O)N2CCN(C3CCCCC3)CC2)cc1)N1CCCCCC1	-3%	-2%	4%
Cc1cc(CNCCN(C)C)c(C)n1-c1cc(S(=O)(=O)N2CCOCC2)ccc1N1CCCC1	16µM*	?	/
CCNc1ccccc(-c2ccc3ccccc3n2)c1=O	-20%	-22%	3%
CC1CCN(C(=O)c2cc3nc(C4CC4)cc(C(F)(F)F)n3n2)CC1	?	?	-4%[56.1 µM]
CC(=O)c1cc(-c2ccccc2)n(CC(=O)NCc2ccccc2C)c1C	-6%	?	-2%
O=C(Nc1ccc2nc(-c3cccnc3)[nH]c2c1)C1CCCCC1	15µM*	?	1%
CC1=CCC(C(=O)O)C(C(=O)Nc2ccc(-c3nc4ccc(C)cc4s3)cc2)C1 (stereo not drawn)	-11%	-3%	25µM*
NS(=O)(=O)c1ccc(NC(=O)CN2CCN(Cc3ccccc3)CC2)cc1	-30%	-14%	0%
Cc1ccc2[nH]c(=O)c(CN(CCc3ccccc3)Cc3nnnn3CC3CCCO3)cc2c1 (stereo not drawn)	?	?	2%
COC(=O)c1ccc(NC(=O)COc2ccc(S(=O)(=O)NC(C)C)cc2)cc1	?	-18%	7%
O=C(CSc1ccc(-c2ccccc2)nn1)c1cccs1	?	?	3%
COC(=O)c1ccsc1NC(=O)c1cccc(OC)c1	-17%	8%	/

Compound activity (PubChem)
